Assay outcomes: PubChem BioAssay, several laboratories
NTR1 ag = agonists of NTR1, primary screen, imaging, U2OS cells, beta-arrestin-GFP, high content (AID 493036); P30989; NTR1-U2OS beta-arrestin-GFP spot imaging, agonist mode; activation, % at 20 µM; actives 0.17% (n = 330,000);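 active means activation at or above 40% of the spot to cytoplasm intensity ratio, with at least 20 cells analyzed; inconclusive means wells under 20 cells, flagged as cytotoxic or low count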;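 further: 0% = DMSO without peptide and 100% = 100 nM NTR1 peptide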
Target sequence (P30989 whole entry, looked up): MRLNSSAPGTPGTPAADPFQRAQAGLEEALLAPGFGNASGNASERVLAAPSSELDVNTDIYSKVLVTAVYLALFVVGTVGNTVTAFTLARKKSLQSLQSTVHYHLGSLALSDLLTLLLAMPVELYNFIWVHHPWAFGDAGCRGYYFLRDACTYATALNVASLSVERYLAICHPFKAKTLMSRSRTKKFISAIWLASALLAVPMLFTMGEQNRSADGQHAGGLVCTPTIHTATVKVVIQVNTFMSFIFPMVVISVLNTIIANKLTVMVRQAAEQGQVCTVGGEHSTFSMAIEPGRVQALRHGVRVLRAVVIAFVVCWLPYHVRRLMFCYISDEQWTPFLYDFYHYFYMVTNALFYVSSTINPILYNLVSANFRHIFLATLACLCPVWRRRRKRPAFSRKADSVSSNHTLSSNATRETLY
West Nile antiviral = inhibition of WNV-induced cytopathic effect – cell-based, CPE readout (AID 1621). West Nile virus-infected cells, CPE inhibition; higher % means a stronger effect. CPE inhibition, % at 10 µM, or IC50 in µM where a hit was titrated. actives 0.02% (n = 290,000); in the data active means a potency from the dose series; inconclusive means CPE inhibition mostly from about 3.7% at the one dose, without a potency; inactive means the rest, 99 in 100 with CPE inhibition below about 2.2%; further: strong numbers were not always called active
MgcRacGAP inhibition = MgcRacGAP GTPase-activating activity inhibitors, confirmation, biochemical, ADP Hunter fluorescence; MgcRacGAP-stimulated Rac1 GTP hydrolysis, ADP Hunter fluorescence; higher % means a stronger effect; GST-tagged Rac1 F28L mutant substrate; inhibition, % at 30 µM; hits with a dose series show IC50 in µM; actives 0.6% (n = 340,000);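 active means first-screen hits whose inhibition reached a set limit at any dose in the follow-up dose series; inconclusive means inhibition above the set first-screen limit but never retested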;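 further: fluorescence reports GDP produced by GAP-driven GTP hydrolysis; strong numbers were not always called active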
RSV CPE inhibition = inhibition of RSV-induced cytopathic effect – HEp-2 cells, primary 10 µM value included (AID 2391). actives 0.13% (n = 310,000). HEp-2 cells, RSV-induced CPE inhibition; higher % means a stronger effect. CPE inhibition, % at 10 µM; hits with a dose series show IC50 in µM; in the data active means a potency from the dose series; inconclusive means CPE inhibition mostly from about 23% at the one dose, without a potency; inactive means the rest, 99 in 100 with CPE inhibition below about 21%; further: strong numbers were not always called active
AID2073 = disruptors of CaV2.2 binding to Mint1 – biochemical, HTRF (AID 2073); HTRF protein-protein interaction, Mint1-CaV2.2; higher % means a stronger effect; inhibition, % at 20 µM; hits with a dose series show IC50 in µM; actives 0.19% (n = 290,000); in the data active means inhibition mostly above about 51%, no sharp cut-off; inconclusive means no clear call, values can overlap the other calls; inactive means mostly below about 53%; further: some results filed as inactive read as strong as hits
Dengue-2 NS5 capping = flavivirus cap methylation enzyme inhibition – biochemical, confirmation dose response, primary screen (AID 588689) | Dengue-2 NS5 methyltransferase capping enzyme assay, biochemical; higher % means a stronger effect | inhibition, % at 25 µM; hits with a dose series show IC50 in µM | actives 0.3% (n = 340,000); in the data active means a potency from the dose series; inconclusive means inhibition above about 29% without an active follow-up result
Large T inhibition = SV40 large T antigen inhibitors, biochemical (AID 1903); SV40 large T antigen ATPase/helicase inhibition assay; higher % means a stronger effect; inhibition, % at 20 µM, or IC50 in µM where a hit was titrated; actives 0.39% (n = 310,000); in the data active means a potency from the dose series; inconclusive means inhibition mostly from about 32% at the one dose, without a potency; inactive means the rest, 99 in 100 with inhibition below about 32%; further: strong numbers were not always called active
Siah-1 displacement = Siah-1 peptide-binding antagonists, primary screen, biochemical, fluorescence polarization, rhodamine-plectin, uHTS (AID 1817). Siah-1 / rhodamine-plectin peptide fluorescence polarization; higher % means a stronger effect. displacement, % at 20 µM, or IC50 in µM where a hit was titrated. actives 0.02% (n = 290,000);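 active means displacement of at least 50% at 20 µM, with a fluorescence ratio check between 0.3 and a set limit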;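 further: plate controls were Siah plus tracer with DMSO for no effect and tracer alone without Siah for full effect; strong numbers were not always called active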
UTI89 phage lysis = protection from phage-mediated lysis, alamar blue read-out – E. coli UTI89, K1F phage, bacterial capsule biogenesis inhibitors (AID 488966) | actives 0.02% (n = 340,000) | E. coli UTI89 K1F phage lysis, alamar blue, 2 h; higher % means a stronger effect | inhibition, % at 100 µM; hits with a dose series show IC50 in µM;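 active means phage lysis inhibition, versus mean bacterial control, above a set limit; inconclusive means no clear call, values can overlap the other calls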;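 further: capsule biogenesis inhibitors block K1F phage lysis so surviving cells raise fluorescence; higher fluorescence means more inhibition of phage lysis; actives were called in the ten point dose series up to 300 µM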
NTR1 ag cell count 20 µM = further read-out of NTR1 ag, marked with its call; cell count; measured here: cell count, cytotoxicity flag
Starred values were filed as active, the others as inactive; ? = inconclusive; nt = no result given; & = joins results of further samples; [ ] = remark or other dose. The list is partial; count on the stated rates, not on these rows.

SMILES	NTR1 ag	NTR1 ag cell count 20 µM	West Nile antiviral	MgcRacGAP inhibition	RSV CPE inhibition	AID2073	Dengue-2 NS5 capping	Large T inhibition	Siah-1 displacement	UTI89 phage lysis
COC(=O)C1=C(c2ccc(S(C)(=O)=O)cc2)C[C@@H]2CC[C@H]1N2C(=O)NCc1cccc2ccccc12	-4.2	94	-0.8%	3.6%	0.3%	nt	-0.8%	4.0%	nt	0.5%
O=c1[nH]c(CN2CCNCC2)nc2ccccc12	1.8	28	0.4%	-0.7%	0.6%	-7.5%	-5.5%	2.6%	-1.8%	1.0%
CC(=O)OC1C2CCC1C(N1CCCC1)CC2 (stereo not given)	-1.3	49	1.0%	4.7%	0.7%	-8.1%	-1.4%	16.6%	0.7%	0.7%
CCNc1cc(N2CCNCC2)ccc1[N+](=O)[O-]	3.7	60	0.1%	nt	1.0%	-6.3%	nt	9.4%	-0.4%	nt
CN1CCN(c2nc3c(c(=O)[nH]2)CCC3)CC1	0.9	70	0.7%	-1.9%	2.1%	20.1%	-7.7%	9.8%	-0.1%	-0.2%
CCC(=NCc1cc(OC)cc(OC)c1)c1c(O)[nH]c(=O)[nH]c1=O	0.8	54	0.0%	9.4%	4.1%	19.1%	-11.5%	13.1%	-4.2%	1.8%
Fc1ccc(C2=CCN(C(c3cccs3)c3nnnn3CCc3ccccc3)CC2)cc1 (stereo not given)	0.3	38	-0.1%	0.8%	8.1%	1.2%	-9.5%	3.0%	1.2%	0.9%
Cc1cccc(-n2c(=S)[nH]c3ccccc3c2=O)n1	0.4	63	-0.3%	-0.1%	0.8%	-12.7%	-3.8%	6.6%	-8.3%	0.3%
Cc1nn(Cc2ccccc2)c(C)c1C(=O)OCC(=O)NCc1ccco1	-0.7	28	-0.4%	11.8%	1.9%	9.9%	0.0%	9.3%	-0.6%	-0.2%
C=CCn1c(O)c(C(C)=NC2CC2)c(=O)[nH]c1=O	-0.5	37	0.1%	10.9%	0.8%	-2.8%	2.7%	4.3%	2.3%	0.8%
Cc1ccc(O)c(C)c1	-2.0	49	nt	5.5%	1.9%	nt	-3.6%	nt	nt	-0.8%
Cn1c(O)c(/C=C2\C=Nc3ccc(Br)cc32)c(=O)n(C)c1=O	2.9	61	0.7%	7.3%	5.4%	?	1.3%	1.8%	-1.9%	-0.3%[50 µM]
Cc1nn(Cc2ccccc2)c(C)c1C=C1C(=O)NC(=S)NC1=O	-1.2	42	-0.3%	22.0%	2.9%	-6.7%	10.6%	16.7%	-5.0%	-0.8%
CC(=O)O[C@@]12CO[C@@H]1C[C@H](O)[C@@]1(C)C(=O)[C@H](O)C3=C(C)[C@@H](OC(=O)[C@H](O)[C@@H](NC(=O)c4ccccc4)c4ccccc4)C[C@@](O)([C@@H](OC(=O)c4ccccc4)C12)C3(C)C (stereo not given in full)	-1.8	94	?	0.0%	-1.3%	2.6%	2.8%	8.3%	1.6%	-0.3%
Cc1ccc(N=Nc2c(O)[nH]c(=O)[nH]c2=O)c([N+](=O)[O-])c1	0.6	78	0.7%	5.8%	1.7%	-0.1%	-5.6%	3.5%	1.9%	-0.1%
CC(C)n1c(O)c(C=NCc2cccnc2)c(=O)[nH]c1=S	0.2	60	0.0%	7.5%	1.5%	1.8%	0.8%	10.5%	13.2%	0.8%
CN1CCC2(CC1)C(C#N)=C(N)NC(S)=C2C#N	-0.9&-2.4	34&78	0.4%&-0.3%	19.2%&8.1%	-1.7%&-0.1%	34.0%&-20.2%	-22.9%&9.1%	20.5%&8.3%	-5.2%&-3.5%	-0.2%&0.4%
CCc1c(C)nc(N)nc1N1N=C1SCC#N	0.2	38	-0.7%	9.2%	0.2%	-5.4%	-5.7%	-7.0%	1.0%	4.3%
O=C1NC(=O)C2(Cc3ccccc3N3CCCC32)C(=O)N1 (stereo not given)	0.7	87	0.9%	8.4%	1.1%	1.9%	13.6%	7.5%	1.3%	4.8%
O=C(NCCO)c1nsnc1NCCCl	3.6	50	0.4%	4.9%	3.0%	-9.3%	nt	-2.8%	-4.6%	-0.2%
c1cc(C2N3CCCN2CC3)ccn1 (stereo not given)	-1.3	73	0.0%	5.8%	1.3%	7.4%	2.0%	-1.7%	2.2%	0.2%
CN1CCc2nc(N)c(C#N)c(-c3ccccc3)c2C1	-1.8	60	0.1%	-0.8%	0.2%	7.7%	1.4%	10.2%	-4.8%	2.8%
O=C1/C(=C\c2ccc3c(c2)OCO3)N2CCC1CC2	0.8	61	0.0%	3.1%	nt	10.5%	-0.8%	6.6%	4.9%	8.1%
Cc1ccc(S(=O)(=O)N2CN3CCN(C3)C2)cc1	1.8	90	0.4%	1.2%	1.8%	-12.7%	1.6%	-4.7%	1.2%	1.8%
COc1ccc(OC)c(-n2c(O)c(C=Nc3c(C)n(C)n(-c4ccccc4)c3=O)c(=O)[nH]c2=O)c1	-1.5	59	-0.1%	8.4%	1.3%	-3.2%	-8.0%	9.3%	-1.5%	0.3%
SMILES	NTR1 ag	NTR1 ag cell count 20 µM	West Nile antiviral	MgcRacGAP inhibition	RSV CPE inhibition	AID2073	Dengue-2 NS5 capping	Large T inhibition	Siah-1 displacement	UTI89 phage lysis
O=C(c1ccc2c(c1)OCO2)C1CCCN(CC2CCCCC2)C1 (stereo not given)	0.0	57	-0.6%	-1.3%	-1.9%	16.2%	-13.2%	-4.8%	7.0%	0.1%
c1ccc(C2CC3CC(c4ccco4)N2O3)cc1 (stereo not given)	-2.4	69	0.2%	1.4%	1.4%	8.2%	-5.5%	1.8%	0.6%	0.5%
COC(=O)COc1cc(C)cc2oc(=O)c3c(c12)CCCC3	0.1	45	-0.6%	2.7%	-0.8%	8.0%	0.3%	-0.6%	18.9%	5.2%
COC(=O)C1=C(c2ccc(Cl)c(C(F)(F)F)c2)C[C@@H]2CC[C@H]1N2C(=O)NCCCOC(C)C	-0.8	48	nt	3.4%	1.7%	nt	0.8%	nt	nt	-0.9%
COc1ccc(C)cc1NC(=O)N1CCC2(CC1)OCCO2	-2.6	79	-0.9%	-1.4%	0.2%	7.1%	-2.8%	2.4%	4.6%	0.0%
CCNCC(O)c1cccc(O)c1 (stereo not given)	2.1	57	0.0%	7.0%	-2.0%	-0.9%	5.9%	2.7%	-4.8%	0.4%
COC1=CC(=O)O[C@@H](/C=C/c2ccccc2)C1	-1.3	60	nt	5.1%	-3.2%	nt	4.4%	4.2%	nt	-2.5%
CCOP(=O)(OCC)C(O)c1ccccc1 (stereo not given)	-0.6	48	0.7%	9.0%	0.9%	-6.5%	-7.7%	3.2%	7.8%	1.1%
CCc1c(C)nc(N)nc1N1N=C1SCCOc1ccccc1	-1.2	60	-0.6%	-1.0%	0.4%	-2.4%	-2.3%	-7.2%	-0.5%	0.4%
COc1ccccc1N1C(=O)NC(=O)/C(=C\c2cnn(-c3ccccc3)c2)C1=O	20.3	83	0.5%	22.1%	0.4%	31.9%	>100µM*	27.2%	12.8%	0.1%
Cc1cc(NC(=O)C(Cl)(Cl)Cl)no1	-0.1	57	-0.2%	-0.5%	0.7%	-5.0%	-2.3%	8.9%	17.6%	0.1%
CC(C)CN(CC(C)C)C(=O)C1C2c3ccccc3C(c3ccccc32)C1C(=O)O (stereo not given)	nt	nt	0.3%	0.3%	nt	3.2%	0.8%	-16.8%	-1.9%	0.1%
C=CCC1(CN2CCCCCC2=O)C(=O)NC(=O)NC1=O	-0.2	50	0.6%	13.0%	0.9%	-1.2%	-0.5%	2.2%	-1.4%	0.5%
O=c1c2ccccc2nc(/C=C/c2ccc(F)cc2)n1-c1ccccc1O	0.0	69	1.2%	7.0%	9.5%	23.4%	13.6%	5.2%	-2.3%	0.6%[50 µM]
N#CC1=C(N)Oc2c(c(=O)oc3ccccc23)C1c1ccc([N+](=O)[O-])o1 (stereo not given)	-0.4	54	0.3%	-7.1%	-1.0%	1.4%	-7.0%	84.5%	-3.6%	-1.4%
O=C(Nc1cccc(C(F)(F)F)c1)OC1CN2CCC1CC2 (stereo not given)	-0.2	103	0.2%	4.8%	-0.5%	16.7%	-6.1%	2.6%	-4.4%	0.5%
CCOc1ccc([N+](=O)[O-])cc1CNCCc1ccccc1	0.5	33	-1.2%	6.4%	-1.8%	-4.0%	-6.2%	6.1%	-1.2%	-0.1%
O=S(=O)(c1ccc(Cl)cc1)c1ccc(Cl)cc1	-2.8	58	nt	9.4%	-0.6%	nt	-5.8%	nt	nt	3.6%
CCCCn1c(O)c(C=NCCN2CCCCC2)c(=O)[nH]c1=O	-0.5	38	0.2%	11.3%	0.4%	-5.7%	3.2%	5.2%	5.6%	0.8%
O=c1c2ccccc2nc(Cc2ccccc2)n1-c1ccccc1O	1.7	71	-0.2%	16.9%	-1.5%	-12.9%	-1.6%	20.1%	-3.8%	-0.3%
C/C(=N\N1CCCCCC1)c1c(O)n(-c2ccc(Cl)cc2)c(=O)[nH]c1=O	1.8	44	0.2%	-10.0%	-0.4%	4.9%	-1.5%	8.7%	2.3%	0.7%
O=P(NC(c1ccccc1)c1ccccc1)(Oc1ccccc1)Oc1ccccc1	3.6	67	-0.6%	1.1%	0.8%	8.9%	-1.3%	-2.9%	-5.6%	0.6%[50 µM]
CCN1CCN(Cc2ccc(OC(F)(F)F)cc2)CC1	0.6	50	0.1%	16.7%	-0.1%	0.0%	-5.6%	5.5%	-5.5%	-0.3%
c1ccc2c(c1)[nH]c1cnccc12	-0.9	75	0.0%	-0.1%	3.0%	18.7%	-3.7%	8.0%	0.3%	-5.7%
O=C(COC(=O)Cc1ccccc1)NNC(=O)c1ccc([N+](=O)[O-])cc1	0.1	51	nt	1.0%	13.1%	nt	-3.3%	nt	nt	0.6%[50 µM]
COc1cccc(C(=O)NC2CC3CCCC(C2)N3CC(=O)Nc2ccc(N(C)C)cc2)c1 (stereo not given)	2.0	110	-0.7%	28.8%	1.7%	-12.2%	-12.9%	6.24µM*	4.1%	-0.1%
O=c1cccc2n1CC1CC2CN(Cc2c(Cl)cccc2Cl)C1 (stereo not given)	0.3	59	nt	3.2%	2.7%	0.4%	-11.2%	10.3%	4.5%	3.1%
CC(C)(C)c1ccc(S(=O)(=O)N2CC3CC(C2)c2cccc(=O)n2C3)cc1 (stereo not given)	1.0	52	-0.4%	4.5%	0.9%	1.0%	0.3%	10.8%	4.3%	1.4%
Fc1ccc(N2CCN(Cc3ccc4c(c3)OCO4)CC2)cc1	-0.5	58	-0.8%	12.9%	-1.9%	29.9%	-6.2%	4.5%	-0.1%	1.7%
COc1ccc(NC(c2ccccc2)P(=O)(Oc2ccccc2)Oc2ccccc2)cc1 (stereo not given)	1.1	91	0.1%	5.0%	1.2%	0.3%	-12.7%	10.9%	2.5%	0.1%
